SIRT5 inh – sirtuin-5 (human) deacylase inhibition | Purified SirT5, succinyl-peptide AMC, trypsin-coupled fluorescence | inhibition, % at 15 µM | actives 1.1% (n = 330,000) | AID 652115; in the data active = inhibition above about 15%; inconclusive = no clear call, values can overlap the other calls
Target sequence (Q9NXA8 whole entry, looked up): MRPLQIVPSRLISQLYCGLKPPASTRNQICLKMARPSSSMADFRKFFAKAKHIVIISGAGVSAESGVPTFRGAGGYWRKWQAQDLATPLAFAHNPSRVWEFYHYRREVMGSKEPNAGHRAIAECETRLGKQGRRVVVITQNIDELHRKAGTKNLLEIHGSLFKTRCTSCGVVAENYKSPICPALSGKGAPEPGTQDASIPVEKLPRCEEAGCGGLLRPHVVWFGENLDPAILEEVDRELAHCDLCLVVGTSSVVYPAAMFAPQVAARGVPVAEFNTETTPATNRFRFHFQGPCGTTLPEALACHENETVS
DENV2 CPE rescue – inhibitors of DENV2 cytopathic effect; CPE inhibition, % at 9.99 µM; DENV2-infected cells, cytopathic effect rescue, plate reader; actives 1.7% (n = 350,000); in the data active = CPE inhibition above about 20%, passing the limit was not always enough; inconclusive = no clear call, values can overlap the other calls; tested in BHK-21 cells;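 note: 0% = median of neutral control wells and 100% = median of positive control wells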
PAX8 reporter – inhibitors of PAX8 transcriptional activity in RMG-I cells; RMG-I TPO-luciferase reporter, SteadyGlo, 24 h; inhibition, % at 12.6 µM; actives 1.2% (n = 360,000); AID 652154;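 active = mean replicate inhibition at least 60% with every replicate also reaching 60%; inconclusive = only one of the two criteria is met; inactive = mean below 60% and not all replicates reaching 60%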;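 note: luciferase light reporting Pax8 driven TPO promoter activity; plate controls were median of neutral control wells for no effect and mitoxantrone controls for full effect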
LGR2 antag – blocks bursicon-induced cAMP signaling via Drosophila LGR2; HEK293 LGR2, CRE-luciferase, bursicon-stimulated, 4 h; inhibition, % at 9.99 µM; actives 0.35% (n = 380,000); AID 720647;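 active = drop in luminescence signal, shown as inhibition above about 50% in the replicate tests, limit read from the data, passing the limit was not always enough; inconclusive = probably only some replicates passing the limit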;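 note: agonist challenge used bursicon conditioned medium at about half maximal strength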
Casp6 inh – blocks human caspase-6 cleavage activity | AID 686996 | inhibition, % at 12.5 µM | purified caspase-6, Z-VEID-R110 cleavage fluorescence | P55212 | actives 0.53% (n = 350,000);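 active = mean inhibition across replicates at least about 35%, with every replicate also reaching that limit, limit read from the data; inconclusive = only one of the two criteria met; inactive = neither criterion met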;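 note: 0% = median of neutral control wells and 100% = no fluorescence left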
Target sequence (P55212 24-179 limits assumed): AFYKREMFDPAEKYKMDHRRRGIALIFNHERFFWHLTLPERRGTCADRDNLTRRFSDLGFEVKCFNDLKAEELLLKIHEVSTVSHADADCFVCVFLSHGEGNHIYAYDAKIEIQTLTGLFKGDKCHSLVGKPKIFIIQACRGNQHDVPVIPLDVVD
Target sequence (P55212 194-293 limits assumed): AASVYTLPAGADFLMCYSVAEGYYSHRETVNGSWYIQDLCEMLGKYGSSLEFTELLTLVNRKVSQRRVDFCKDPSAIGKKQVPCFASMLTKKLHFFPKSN
EWS-Fli inh – EWS/Fli transcriptional activity inhibition; A673 NR0B1-luciferase reporter, viability-normalised; inhibition, % at 12.6 µM; actives 0.67% (n = 350,000); AID 651661;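 active = mean inhibition of at least 50% after viability correction, with every replicate also passing that limit; inconclusive = mean reaches 50% but only one of two replicates passes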;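 note: firefly luciferase signal divided by Alamar Blue viability fluorescence both relative to DMSO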
ARNT TACC3 PPI – disruptors of human ARNT/TACC3 interaction | actives 0.66% (n = 390,000) | inhibition, % at 9.99 µM | AlphaScreen His-ARNT PAS-B/GST-TACC3 binding, luminescence; TACC3 fragment carries E629A point mutation | AID 623870 | Q9Y6A5;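 active = mean inhibition of replicates at least 50% and at least half of replicates each reaching 50%; inconclusive = half or more replicates reach 50% but mean below 50%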;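 note: 0% = complete ARNT plus TACC3 wells and 100% = ARNT alone without TACC3; many hits fall short of the cut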
Starred values were filed as active, the others as inactive; ? = inconclusive; nt = not tested or not shown.

Short keys – A = SIRT5 inh; B = DENV2 CPE rescue; C = PAX8 reporter; D = LGR2 antag; E = Casp6 inh; F = EWS-Fli inh; G = ARNT TACC3 PPI
O=C(Cc1ccccc1)NNC(=O)C1CCCC1
  A: -3; B: -2; C: -2; D: -15; E: 3; F: -17; G: -4

COc1ccc(C2=NN(C3=NN=C(N)Cc4ncnn43)C(O)(C(F)(F)F)C2)cc1 (centres undefined)
  A: 0; B: nt; C: -2; D: -15; E: 5; F: -6; G: 11

COCC#Cc1ccc2c(c1)O[C@H](CN(C)C(=O)C1CCC1)[C@H](C)CN([C@H](C)CO)S2(=O)=O
  A: -1; B: -10; C: nt; D: -4; E: 2; F: 2; G: -3

O=C(NN1C(=O)c2ccccc2NC12CCCCC2)c1ccccc1
  A: -11; B: -6; C: 2; D: 9; E: -4; F: 2; G: -3

COc1cccc(/C=N/NC(=O)C(=O)NCc2cccnc2)c1O
  A: nt; B: nt; C: 1; D: 14; E: nt; F: nt; G: 21

CCOc1ccc(-c2nc(N)ncc2-c2ccc(Cl)cc2)c(O)c1
  A: -6; B: 4; C: -8; D: 8; E: 0; F: -5; G: -3

Cc1csc(=O)n1CCC(=O)OCC(=O)NCc1ccc(Cl)cc1Cl
  A: 2; B: 2; C: 0; D: -2; E: 5; F: -5; G: 2

CC(=O)c1cccc(OCc2cc(C(=O)N(C)Cc3nccs3)no2)c1
  A: -3; B: -13; C: -63; D: -16; E: -2; F: -52; G: nt

CCC(C)NC(=O)C1CCN(S(=O)(=O)c2ccc3[nH]c(=O)ccc3c2)CC1 (centres undefined)
  A: nt; B: -7; C: -2; D: 1; E: 0; F: -1; G: nt

Cc1noc(C)c1NC(=O)N1C[C@@H](O)COC[C@@H]2O[C@@H](CC(=O)NCC3CCCCC3)CC[C@H]21
  A: 3; B: 2; C: 6; D: -12; E: 0; F: -6; G: 0

Cn1c(=O)c(=O)n(C)c2cc(S(=O)(=O)N3CCCC3C(=O)Nc3ccc(F)cc3)ccc21 (centres undefined)
  A: -5; B: -2; C: 12; D: -1; E: -1; F: -8; G: nt

Cc1cc(C)cc(NS(=O)(=O)c2cc(Br)cnc2N)c1
  A: 14; B: 3; C: -4; D: -6; E: 9; F: -1; G: -1

O=C(Oc1nsnc1N1CCOCC1)c1ccccc1
  A: 2; B: 3; C: nt; D: 28; E: nt; F: 0; G: 3

CCc1nc2c(OCCn3cccc3)cccn2c1N(C)C(=O)C1CC1
  A: 0; B: -11; C: -9; D: 6; E: -1; F: 7; G: nt

CCCN1C(=O)C2(SC(NC(C)=O)=NN2C(C)=O)c2cc(C)ccc21 (centres undefined)
  A: -1; B: -6; C: 23; D: -2; E: -2; F: -2; G: -9

CC(C)CC(NC(=O)OCc1ccccc1)C(=O)NC(Cc1ccccc1)C(=O)CCl (centres undefined)
  A: 1; B: -2; C: -9; D: -6; E: -1; F: 32; G: -7

CCCNC(=O)N(Cc1cccnc1)C[C@H]1N[C@H](CO)[C@@H]1c1ccccc1
  A: 2; B: 0; C: nt; D: 6; E: 2; F: nt; G: nt

Cc1[nH]c2ccccc2c1-c1csc(N)n1
  A: 3; B: 0; C: 25; D: -3; E: 5; F: 10; G: -1

CCC(Cc1ccccc1)NC(=O)C1CCCCC1 (centres undefined)
  A: -3; B: 5; C: 1; D: 6; E: 0; F: 15; G: nt

O=C(Cn1cc2c(n1)CCCCC2)NC1CCCCCC1
  A: -1; B: -10; C: -93; D: -23; E: 2; F: -52; G: 6

Cc1ccc(S(=O)(=O)Nc2ccc3c(c2)CC(=O)N([C@@H](C)CO)C[C@H](C)[C@@H](CN(C)S(=O)(=O)c2ccc(Cl)cc2)O3)cc1
  A: nt; B: 1; C: 16; D: -11; E: nt; F: 22; G: 5

COc1ccc(OCCCC(=O)Nc2nc(C)c(C(C)=O)s2)cc1
  A: -1; B: 2; C: 8; D: 9; E: -1; F: 2; G: 4

CC(C)CCN(C(=O)C1CSC2(C)CCC(=O)N12)c1c(N)n(Cc2ccccc2)c(=O)[nH]c1=O (centres undefined)
  A: 2; B: -2; C: 11; D: 2; E: 3; F: -1; G: 2

COc1ccc(-c2cc3cc(OC)c(OC)cc3cn2)cc1OC
  A: -3; B: -4; C: -47; D: -12; E: -1; F: -35; G: -1

CCC(=O)N1[C@@H]2CN(C(=O)Nc3ccc(Cl)cc3)c3ccccc3[C@@H]2[C@@H]1CO
  A: -2; B: ?; C: -25; D: -10; E: 1; F: -18; G: 9

Cc1ccnc(NC(=O)C2CCC(CNc3c(N4CCCC4)c(=O)c3=O)CC2)c1 (centres undefined)
  A: 2; B: 13; C: 5; D: -14; E: -1; F: 21; G: 5

Cc1nn(C)c2ncc(C(N)=O)c(Oc3cccnc3)c12
  A: -3; B: 2; C: 10; D: 2; E: 1; F: -17; G: -3

Cc1nc2cc(C(=O)O)ccc2n1C1CCCCC1
  A: -1; B: 12; C: nt; D: 3; E: 3; F: 6; G: 5

COc1cccc(COC(=O)Cc2ccc(S(=O)(=O)N3CCOCC3)s2)c1OC
  A: -1; B: 5; C: 2; D: -3; E: -3; F: -3; G: nt

CC(C)C(NS(=O)(=O)c1cccc2nsnc12)C(=O)Nc1nc2ccc(Cl)cc2s1 (centres undefined)
  A: nt; B: -4; C: 17; D: 20; E: -3; F: 3; G: 3

CCC(=O)N(C)C[C@H]1Oc2cc(C#Cc3cccnc3)ccc2S(=O)(=O)N([C@@H](C)CO)C[C@H]1C
  A: 1; B: -7; C: 6; D: 2; E: 0; F: -1; G: -1

C[C@H](CO)N1C[C@H](C)[C@H](CN(C)CC2CC2)Oc2c(NC(=O)CCCCCC(=O)Nc3ccccc3N)cccc2C1=O
  A: -3; B: 0; C: -22; D: 11; E: 2; F: -11; G: nt

CN1CCN(C(=O)c2ccc(-c3cccs3)s2)CC1
  A: -11; B: 3; C: -123; D: nt; E: -2; F: -84; G: -3

COC(=O)c1ccc(/C=C/C(=O)OCC(=O)Nc2ncc(Cl)cc2Cl)cc1
  A: 2; B: 3; C: 12; D: 20; E: 0; F: 7; G: -1

CC1(C)c2[nH]c3ccccc3c2C[C@H]2C(=O)N(CCCCCO)CC(=O)N21
  A: -2; B: 3; C: 6; D: 17; E: 1; F: 8; G: -2

Cc1ccccc1-c1cc(C(=O)NCc2ccc(OC(F)(F)F)cc2)n(CC2CC(c3cccnc3)=NO2)n1 (centres undefined)
  A: nt; B: 2; C: 32; D: 27; E: 2; F: 4; G: 17

O=C(O)COc1ccc2c(c1)O/C(=C\c1cccs1)C2=O
  A: 8; B: nt; C: -12; D: -6; E: -4; F: 3; G: 34

CCOc1ccc(CCNC(=O)CCS(=O)(=O)c2ccc(OC)cc2)cc1OCC
  A: 2; B: 7; C: 11; D: -4; E: 38*; F: -7; G: 1

CO[C@H]1CN(C)C(=O)c2ccc(NC(=O)C3CC3)cc2OC[C@H](C)N(Cc2cccnc2)C[C@@H]1C
  A: 1; B: -1; C: -10; D: -3; E: 0; F: -1; G: -3

CC(C)(C)[C@@H]1C=C(C(=O)N2CCCCCCC2)O[C@H](OCCCCO)C1
  A: -1; B: -9; C: nt; D: nt; E: 1; F: 2; G: -20

CN1CCC=C(C(=O)N2c3ccccc3Sc3ccc(Cl)cc32)C1
  A: 0; B: 6; C: 10; D: 14; E: 4; F: 3; G: 4

O=C(NC1CCN(S(=O)(=O)c2ccc(Cl)c(F)c2)CC1)c1cccnc1
  A: -1; B: -5; C: 9; D: -11; E: 0; F: nt; G: 4

COc1ccc(NS(=O)(=O)c2cc3c(cc2C)N(C(C)=O)CCO3)cc1
  A: 4; B: 5; C: -6; D: 6; E: -2; F: -3; G: 1

N#Cc1c(NC(=O)c2ccc(Br)o2)n(-c2ccccc2)c2nc3ccccc3nc12
  A: -3; B: -5; C: 8; D: 0; E: 46*; F: 20; G: 28

COCCCNC(=O)c1cc2c(=O)n(C)c3ccccc3c2n1C
  A: nt; B: 5; C: 20; D: 7; E: -2; F: 2; G: 2

C[C@H]1CN([C@@H](C)CO)S(=O)(=O)c2ccc(C#CC3CC3)cc2O[C@@H]1CN(C)C(=O)CN(C)C
  A: -1; B: -10; C: nt; D: -2; E: 0; F: 4; G: 4

CCSc1nnc(CNC(=O)C23CC4CC(CC(C4)C2)C3)n1Cc1ccccc1
  A: 0; B: -3; C: 5; D: nt; E: 1; F: -4; G: -16

COc1ccccc1OC(=O)c1ccc2nsnc2c1
  A: -6; B: nt; C: nt; D: 0; E: -3; F: nt; G: 6

CC(C)CNc1ncnc2c1ncn2[C@H]1CN(Cc2ccc3c(c2)OCO3)C[C@@H](CO)O1
  A: nt; B: ?; C: -5; D: 3; E: -1; F: -20; G: nt

COc1cccc(S(=O)(=O)N(C)C[C@H]2Oc3cc(C4=CCCCC4)ccc3S(=O)(=O)N([C@H](C)CO)C[C@@H]2C)c1
  A: 13; B: 4; C: 60; D: 2; E: 1; F: 14; G: 25

Three compounds out of the list, arranged by heavy-atom count, high to low:
Short keys – A = SIRT5 inh; B = DENV2 CPE rescue; C = PAX8 reporter; D = LGR2 antag; E = Casp6 inh; F = EWS-Fli inh; G = ARNT TACC3 PPI
CC(C)CNc1ncnc2c1ncn2[C@H]1CN(Cc2ccc3c(c2)OCO3)C[C@@H](CO)O1
  A: nt; B: ?; C: -5; D: 3; E: -1; F: -20; G: nt

Cc1ccnc(NC(=O)C2CCC(CNc3c(N4CCCC4)c(=O)c3=O)CC2)c1 (centres undefined)
  A: 2; B: 13; C: 5; D: -14; E: -1; F: 21; G: 5

O=C(NC1CCN(S(=O)(=O)c2ccc(Cl)c(F)c2)CC1)c1cccnc1
  A: -1; B: -5; C: 9; D: -11; E: 0; F: nt; G: 4

Further records.
Short keys – A = SIRT5 inh; B = DENV2 CPE rescue; C = PAX8 reporter; D = LGR2 antag; E = Casp6 inh; F = EWS-Fli inh; G = ARNT TACC3 PPI
Cc1ccc(OCc2cc(C(=O)N3CCN(CC(=O)NC(C)C)CC3)no2)cn1
  A: 0; B: -8; C: 10; D: -7; E: -2; F: 2; G: -5

CCCCN1CCCCC1(C)C(=O)NCc1cccs1 (centres undefined)
  A: -1; B: 17; C: 3; D: -4; E: -3; F: -2; G: nt

Cc1ccc(S(=O)(=O)NCCC(c2ccccc2)c2ccccc2)cc1C(=O)O
  A: 1; B: 0; C: 19; D: -5; E: 5; F: 0; G: -4

C[C@H]1CN([C@@H](C)CO)C(=O)c2cc(C#Cc3ccc(F)cc3)cnc2O[C@H]1CN(C)C
  A: 1; B: nt; C: nt; D: 3; E: -8; F: -4; G: 3

CN(C)Cc1cn(CC[C@H]2CC[C@H](NS(=O)(=O)c3ccc(-c4ccccc4)cc3)[C@@H](CO)O2)nn1
  A: 0; B: -11; C: -3; D: -2; E: -1; F: 14; G: 0

CN(C)CC(=O)Nc1ccc2c(c1)[C@H]1C[C@H](CC(=O)NCc3ccc(Cl)cc3)O[C@@H](CO)[C@H]1O2
  A: 3; B: -3; C: nt; D: -1; E: -2; F: -2; G: -8

Cc1ccc2nc(NCc3ccccc3)c(C=NCc3ccccc3)c(=O)n2c1
  A: 0; B: -1; C: -27; D: -1; E: 8; F: -4; G: 2

C/C(=N/NC(=O)c1ccoc1C)c1cccc(NC(=O)C2CC2)c1
  A: nt; B: nt; C: -2; D: 22; E: nt; F: nt; G: -1

COC(=O)C(CCSC)NC(=O)c1cc2c(n(-c3ccc(C)cc3)c1=O)CCCC2=O (centres undefined)
  A: -5; B: -6; C: 11; D: -3; E: 1; F: 5; G: 2

COC(=O)/C=C1/SC(=NC(=O)c2ccccc2)NC1=O
  A: 0; B: -12; C: 20; D: nt; E: -1; F: 19; G: 13

Nc1nn2c(-c3ccccc3)cc(=O)[nH]c2c1N=Nc1ccc(O)cc1
  A: -2; B: -7; C: -6; D: -13; E: 2; F: -27; G: 10

C[C@H]1CN([C@@H](C)CO)C(=O)Cc2cc(NS(=O)(=O)c3cn(C)cn3)ccc2O[C@@H]1CN(C)Cc1ccc(-c2ccccc2)cc1
  A: -6; B: 9; C: nt; D: -14; E: 2; F: -17; G: nt

CC(C)[C@H](NS(=O)(=O)c1ccc2c(c1)OCCO2)C(=O)OCC(=O)Nc1cc(Cl)ccc1Cl
  A: nt; B: nt; C: -29; D: -8; E: nt; F: nt; G: -2

C[C@@H]1CN([C@@H](C)CO)C(=O)c2cc(NC(=O)Cc3cn(C)c4ccccc34)ccc2O[C@H]1CN(C)C
  A: 2; B: -10; C: -12; D: -3; E: -1; F: nt; G: -12
